Bioassay records: PubChem, several laboratories
VIM-2 inh: blocks Pseudomonas aeruginosa VIM-2 metallo-beta-lactamase; actives 0.89% (n = 290,000); inhibition, % at 5.6 µM; purified VIM-2, nitrocefin hydrolysis, epi-absorbance fluorescence;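 active means inhibition above the mean of all tested compounds plus 3 SD, cutoff set per screening run, cut at about 7.5% in these data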;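 further: red hydrolysis product quenches plate fluorescence so inhibitors raise well fluorescence; 0% = enzyme with DMSO and 100% = DMSO without enzyme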
GalR3 antagonist: human GalR3 antagonism; inhibition, % at 3 µM; HEK293 GalR3-CNG cAMP membrane potential fluorescence; galR3 body fused to GalR1 C-terminus; AID 651719; actives 0.44% (n = 360,000);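 active means inhibition above the screen-wide average plus 3 SD, cut at about 13% in these data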;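 further: forskolin and galanin both at EC90 stimulate the cells; cAMP rise reported by CNG channel membrane potential dye signal; 0% = forskolin plus galanin with DMSO and 100% = forskolin alone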
SUMO HTRF inh: SUMOylation inhibition | P63279 | HTRF SUMOylation assay, SAE1/SAE2 + UBC9, in vitro | inhibition, % at 35 µM | actives 0.36% (n = 290,000); in the data active means inhibition above about 50%, passing the limit was not always enough; further: strong numbers were not always called active
IDE inh: cellular human IDE inhibition. P14735. HEK cells, FAbetaB cleavage, fluorescence polarization. inhibition, % at 5.59 µM. actives 0.41% (n = 320,000). AID 434962;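 active means percent inhibition above the average of all tested compounds plus 3 SD, set per screening campaign, cut at about 16% in these data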;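 further: IDE supplied by intact live HEK cells; FP after avidin binding of uncleaved biotin substrate so inhibition keeps polarization high; 0% = DMSO wells and 100% = 60 µM reference IDE inhibitor Ii1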
Target sequence (P14735 whole entry, looked up): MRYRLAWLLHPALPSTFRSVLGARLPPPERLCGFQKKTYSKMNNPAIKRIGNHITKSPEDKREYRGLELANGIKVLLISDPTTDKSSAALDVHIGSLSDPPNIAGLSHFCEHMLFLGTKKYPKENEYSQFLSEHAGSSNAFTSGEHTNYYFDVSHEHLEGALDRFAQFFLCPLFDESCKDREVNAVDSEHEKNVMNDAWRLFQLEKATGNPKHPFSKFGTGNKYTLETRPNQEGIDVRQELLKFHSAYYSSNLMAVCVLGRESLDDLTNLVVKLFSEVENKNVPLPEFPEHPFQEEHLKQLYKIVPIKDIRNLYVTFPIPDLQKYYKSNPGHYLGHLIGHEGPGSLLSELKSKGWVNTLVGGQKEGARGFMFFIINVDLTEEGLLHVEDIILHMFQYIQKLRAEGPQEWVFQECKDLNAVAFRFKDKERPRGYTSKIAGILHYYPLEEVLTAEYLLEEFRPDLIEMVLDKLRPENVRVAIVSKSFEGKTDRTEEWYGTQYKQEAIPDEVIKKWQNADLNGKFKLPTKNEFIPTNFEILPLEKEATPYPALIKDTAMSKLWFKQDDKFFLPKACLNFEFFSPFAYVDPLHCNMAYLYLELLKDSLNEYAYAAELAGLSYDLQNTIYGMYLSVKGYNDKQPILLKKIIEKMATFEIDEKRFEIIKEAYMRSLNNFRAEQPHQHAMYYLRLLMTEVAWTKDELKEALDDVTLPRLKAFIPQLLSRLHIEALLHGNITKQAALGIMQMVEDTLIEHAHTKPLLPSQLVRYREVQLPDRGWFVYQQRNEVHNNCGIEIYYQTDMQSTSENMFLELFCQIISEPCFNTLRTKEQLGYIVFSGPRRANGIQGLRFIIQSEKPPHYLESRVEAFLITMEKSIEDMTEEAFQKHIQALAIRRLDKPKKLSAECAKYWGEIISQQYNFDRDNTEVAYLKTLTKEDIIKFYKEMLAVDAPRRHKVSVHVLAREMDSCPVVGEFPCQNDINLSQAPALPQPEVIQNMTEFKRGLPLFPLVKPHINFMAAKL
IDE act: boosts human insulin-degrading enzyme activity in HEK cells | P14735 | activation, % at 5.96 µM | actives 0.073% (n = 340,000) | FAbeta-B cleavage, fluorescence polarization; 0% vehicle, 100% cell-free pure enzyme wells;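 active means activation above the mean of all tested compounds plus 3 SD, set per screening campaign, cut at about 17% in these data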
CRFBP-R2 block: blocks CRF-induced signaling of the CRF-BP/CRF-R2 complex; HEK293 CRF-R2/CRF-BP, CRF-induced calcium fluorescence; inhibition, % at 11.8 µM; actives 0.59% (n = 350,000); AID 588475;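 active means inhibition of the ligand-induced calcium signal above about 50% at the single tested concentration, limit read from the data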
HCV NS3 hel inh: inhibitors of Hepatitis C virus NS3 helicase | NS3 helicase DNA unwinding, Cy5 molecular beacon fluorescence | actives 0.56% (n = 290,000) | AID 1800 | inhibition, % at 10.9 µM;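 active means inhibition above the mean of all tested compounds plus 3 SD, set per campaign, cut at about 35% in these data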;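 further: 0% = DMSO wells and 100% = thioflavine S control wells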
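System: Hepatitis C virus NS3 helicase domain fragment enzyme | Reagent: Annealed dual-labelled DNA beacon duplex, ATP-started | Compound dosing: 10.9 µM single point, 0.8% DMSO | Incubation: 1 h reaction at 25 °C, ATP-initiated | Technique: Cy5 fluorescence | Evaluation: Percent inhibition from t60/t0 fluorescence ratio | Benchmarks: Low DMSO, high thioflavine S at 110 µM | Replication: Singlicate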
IMP-1 inhibitor: blocks Pseudomonas aeruginosa IMP-1 metallo-beta-lactamase; purified IMP-1, nitrocefin hydrolysis, epi-absorbance fluorescence; inhibition, % at 5.6 µM; actives 0.45% (n = 290,000);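 active means inhibition above the mean plus 3 SD of all compounds in the same screening run, cut at about 4.5% in these data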;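 further: 0% = IMP-1 with DMSO and 100% = DMSO wells lacking enzyme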
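System: purified IMP-1; amount: IMP-1 0.2 nM before substrate addition; compound: single dose, 5.6 µM; times: 25 °C, 15 min preincubation, 25 min reaction; signal: Epi-absorbance via hydrolysed-nitrocefin quenching of white-plate fluorescence, 480/530 nm, EDTA stop; benchmarks: DMSO with and without IMP-1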
p-CIP stab down: p/CIP protein destabilization. Q05BA5. F442A p/CIP-EGFP cells, EGFP fluorescence, 16 h. decrease of EGFP signal, % at 10 µM. actives 0.01% (n = 290,000). AID 1984;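 active means EGFP signal decrease of at least 30% at 10 µM or well 3 SD below plate mean, unless failing retest; inactive means the rest, including hits failing retest or dose response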; further: some compounds called inactive have numbers as strong as hits; many of its hits are not listed in these tables
Numbers without * were called inactive; · = no result given; & = joins results of further samples.

Every second line gives: VIM-2 inh	GalR3 antagonist	SUMO HTRF inh	IDE inh	IDE act	CRFBP-R2 block	HCV NS3 hel inh	IMP-1 inhibitor	p-CIP stab down
C[C@H](NC(=O)CCC1CCC(=O)N1)c1ccccc1 (stereo partly drawn)
  ·	-2	·	-1	-3	-3	·	·	·
CCOc1ccc(C(=S)N2CCCC2)c(OCC)c1
  0.5	-8	8	8	6	-3	6	-0.8	-7
CCCn1c(=O)c(C(=O)NC(C)c2ccccc2)c(O)c2ccccc21 (stereo not drawn)
  0.5	-5	-25	0	4	-11	0	-1.7	7
O=C(c1ccccc1)c1ccccc1C(=O)N1CCCC1
  -1.2	-6	24	6	-3	-3	4	-2.5	-16
Cc1cc(C)cc(N(CCC#N)C(=O)COC(=O)CNC(=O)c2sc3ccccc3c2Cl)c1
  ·	-5	·	0	4	-6	·	·	·
O=C(COC(=O)CNC(=O)c1ccccc1)Nc1nc(-c2ccccc2)cs1
  -3.7	-6	-12	2	-5	-9	-9	-3.9	-2
Cc1c(O)c2cccnc2[nH]c1=O
  -1.4	1	5	-4	4	3	-1	-2.5	-2
COc1ccc2sc3ccccc3c(=O)c2c1
  2.6	-2	24	3	3	21	-2	-0.6	-8
CC(=O)N1CCc2cc(S(=O)(=O)NCCC(=O)N3CCN(c4ccccn4)CC3)ccc21
  1.4	-5	-20	3	4	-5	-4	-1.3	1
CS(=O)(=O)Nc1ccc(C2=NN(S(C)(=O)=O)C(c3ccc4nccnc4c3)C2)cc1 (stereo not drawn)
  -2.1	6	11	5	4	26	6	-4.7	-33
CCOC(=O)COc1ccc2c(c1)C(=O)CC1(CCN(C(C)=O)CC1)O2
  -3.7	-6	16	4	1	9	-3	-2.5	-2
COc1ccc(/C=N/n2c(C)nnc2C)c(OC)c1
  -3.2	-1	26	2	-1	-12	-9	-1.0	2
CC(C)c1csc(CN2CCC(N3CCC(C(=O)NCC4CCCO4)CC3)CC2)n1 (stereo not drawn)
  -1.2	-3	0	2	2	11	2	-2.1	2
O=C(Cc1ccccc1Cl)N1CCN(c2ncccn2)CC1
  -0.6	-5	7	4	2	8	4	-1.2	-29
CCOC(=O)N1CCC(NC(=O)C2CCN(C(=O)c3cc4oc(C)cc4n3Cc3c(F)cccc3Cl)CC2)CC1
  1.5	-4	6	0	2	6	-4	-0.1	-3
C/C(=N\NC(N)=S)C1(C)CCCCC1
  -2.7	-6	-11	6	2	-3	-5	-2.2	-4
COc1ccc2cc(/C=N/NC(=O)CN(c3ccccc3)S(=O)(=O)c3ccccc3)c(Cl)nc2c1
  -5.2	·	34	3	·	·	3	-1.7	-9
CCCS(=O)(=O)N1CCC(C(=O)N2CCc3ccccc3C2)CC1
  -0.5	-4	2	-5	0	-10	-4	-1.0	1
CCOc1cc(C(=O)O)ccc1OCCOc1ccccc1
  0.3	-5	3	0	7	1	11	-2.8	2
COc1ccc(NS(=O)(=O)c2ccc(S(=O)(=O)N3CCCC3)cc2)cc1Cl
  -1.3	-6	-10	2	8	-16	-3	-2.7	-7
CC1=NNC(=O)C1C(c1ccccc1)C1C(=O)NN=C1C (stereo not drawn)
  0.4	·	-4	-8	·	·	4	-3.2	-3
CC1CCCCN1C(=O)CCS(=O)(=O)Cc1ccccc1 (stereo not drawn)
  -0.1	-8	19	-3	5	-4	-2	-1.2	-12
CCN1CCN(Cc2ccc(NC(=O)c3ccc(C)c(NC(=O)c4c[nH]c5cc(C(F)(F)F)ccc5c4=O)c3)cc2C(F)(F)F)CC1
  ·	-4&-3	-14	7	7	26&-46	·	·	-1
CN(C)/C=C/c1onc(-c2c(Cl)cccc2Cl)c1C#N
  -4.4	-4	8	-2	2	-16	28	-3.0	-2
COC(=O)c1ccc(C(C(=O)NC2CCCCC2)N(CCc2ccccc2)C(=O)Cc2cccs2)cc1 (stereo not drawn)
  -4.1	-4	23	3	-1	19	-1	-1.5	-23
C=CCn1c(SCC(=O)Nc2cccc(C)c2)nnc1-c1cnccn1
  -2.5	-4	-5	-2	-1	-4	14	-2.8	6
COc1ccccc1CNC(=O)/C=C/c1ccc(S(=O)(=O)N2CCOCC2)cc1
  -2.0	-4	-6	5	-1	-1	-3	-1.7	-14
S=c1[nH]nc(NCCCN2CCOCC2)s1
  -0.4	-6	-5	16	-3	0	-11	-2.7	-6
CC(C1CC1)N(Cc1ccccc1)C(=O)NC(=O)c1cccc(F)c1 (stereo not drawn)
  -1.9	-3	0	4	0	2	3	0.3	12
O=C(Nc1cccc(F)c1)C1CCN(c2nnnn2-c2ccccc2)CC1
  -2.9	-6	18	8	2	1	-5	-0.9	-4
CCOC(=O)CSc1nc(C)c(CC)c(C)c1C(N)=O
  0.1	-5	17	4	8	6	-7	-0.8	1
N/C(COc1cccc(C(F)(F)F)c1)=N\NC(=O)c1cccnc1Oc1ccccc1
  -4.8	-4	-1	-2	4	-13	-4	-5.0	12
O=C(NC(=S)NNC(=O)c1ccco1)c1ccc(F)cc1
  -5.8	-5	-12	-4	-5	2	-3	-2.2	4
Cc1ccc(CNS(=O)(=O)c2c(C)[nH]c(C)c2C(=O)N2CCCCC2)cc1
  -0.2	-2	-6	1	6	15	4	-2.8	6
COC(=O)c1ccccc1NC(=O)CCC(=O)N1CC(C)Oc2ccc(C)cc21 (stereo not drawn)
  -2.2	·	9	-3	4	-11	-11	-0.3	0
Cn1c(O)c(C2=c3ccccc3=NC2=O)[nH]c1=S
  0.6	-5	-18	4	1	14	4	-3.4	-1
Clc1cccc(/C=N/Nc2nnc(Cl)c3ccccc23)c1
  -0.9	-2	-12	-5	2	-4	0	-4.0	2
COC(C(=O)Nc1ccnn1C1CCN(Cc2cnn(C(C)C)c2)CC1)c1ccccc1 (stereo not drawn)
  -2.5	-1	-1	1	-2	1	3	-4.8	-5
CCOc1ccc(N2CC(C(=O)Nc3ccc(S(=O)(=O)N4CCCC4)cc3)CC2=O)cc1 (stereo not drawn)
  -5.8	-8	17	1	-5	4	23	-1.2	1
Cc1oc(-c2cccc(Cl)c2)nc1CN1CCC(C(=O)NCCCN2CCCC2=O)CC1
  -2.9	6	10	2	-2	9	-2	-4.8	-1
COc1ccc2c(c1)c1ncn(Cc3ccc(F)cc3)c(=O)c1n2C
  -2.4	4	13	0	·	7	-11	-1.8	-2
COC(=O)c1cc2occc2n1CC(=O)Nc1ccc(OC)c(OC)c1
  -1.6	-5	-10	1	-3	11	0	-1.9	0
COc1ccccc1C1CC(c2c(-c3ccccc3)c3cc(Cl)ccc3[nH]c2=O)=NN1S(C)(=O)=O (stereo not drawn)
  1.1	-4	-1	1	3	-43	-3	-1.2	-10
CCOC(=O)c1ccc(N(C(=O)c2ccco2)C(C(=O)NC2CCCCC2)c2ccncc2)cc1 (stereo not drawn)
  -2.1	-5	-5	-1	3	2	-6	-3.4	-5
Nc1cccc(C#Cc2ccc3c(=O)c4ccccc4oc3c2)c1
  ·	3	·	3	1	-9	·	·	·
O=C(NCCC1=CCCCC1)C(=O)NCC1OCCCN1S(=O)(=O)c1cc(F)ccc1F (stereo not drawn)
  -5.4	-6	-10	8	0	-12	-6	-5.2	-9
COc1ccc(/C=C/C(=O)NC2CCCCC2C)cc1 (stereo not drawn)
  -1.3	-12	11	-1	2	-3	-8	0.0	-3
O=C(Nc1ccc(Cl)cc1)C1CC2CCCC(C1)C2=O (stereo not drawn)
  -2.4	-5	-4	-1	6	-13	-5	-0.9	2
COC(=O)c1ccccc1NC(=S)N(Cc1ccc2c(c1)OCO2)Cc1cc2ccc(C)cc2[nH]c1=O
  -0.1	-3	-24	2	0	-10	-10	-1.6	2
Cc1ccccc1S(=O)(=O)/N=C(/c1ccccc1)N1CCOCC1
  -2.3	14*	16	10	7	1	4	-1.0	-1
O=C(OCCCCN1C(=O)c2ccccc2C1=O)c1ccc(Br)o1
  0.9	-3	-13	2	6	11	-7	0.6	-10
O=C(Nc1ccccc1)c1nc[nH]c1C(=O)NCCCNC(=O)c1[nH]cnc1C(=O)Nc1ccccc1
  ·	3	·	5	3	-3	·	·	·
CCN(CCNc1ccc(Cl)cc1[N+](=O)[O-])C(=O)c1cc([N+](=O)[O-])c(N(C)C)cc1OC
  0.0	-7	-1	-2	-3	-9	-3	-5.1	-16
COc1ccc(N(CC(=O)NCc2ccc(C)cc2)S(=O)(=O)c2c(C)nn(C)c2C)cc1
  -1.2	8	-2	-2	-2	31	-3	-2.7	1
O=C1CC(c2ccccc2)Cc2nc(N3CCc4ccccc43)ncc21 (stereo not drawn)
  0.6	-3	·	2	1	-13	1	1.4	·
CCN(CC)C(=O)/C(=C\c1ccncc1)NC(=O)c1ccccc1
  1.4	-3	13	-1	0	-2	-7	-2.2	-14
CCN(CC(=O)NCc1cccs1)S(=O)(=O)c1ccc(NC(C)=O)cc1
  -2.5	3	18	9	-5	-3	10	-2.2	-2
Cc1ccc(C(=O)OCC(=O)NC2CCCC2)cc1
  -0.9	-6	-13	2	0	-14	4	-2.2	5
CN1CCCc2cc(C#N)c(=O)[nH]c21
  -1.4	-4	22	4	1	6	1	-2.5	-10
COc1cc(/C=C/C(=O)OC(C)C(=O)Nc2ccc(Cl)cn2)ccc1OC(F)F (stereo not drawn)
  ·	-7	·	5	2	-24	·	·	·

New compounds follow:
Every second line gives: VIM-2 inh	GalR3 antagonist	SUMO HTRF inh	IDE inh	IDE act	CRFBP-R2 block	HCV NS3 hel inh	IMP-1 inhibitor	p-CIP stab down
CC(C)[C@@H](C(=O)N1CCNCC1)n1cc(CCO)nn1
  -1.4	6	-7	2	2	45	11	-1.0	-15
COC(=O)c1c(NC(=O)C(C)C)sc(C(=O)N2CCOCC2)c1C
  -1.0	-3	13	1	1	2	-2	-2.3	-1
CC1=CC2=NC(=O)/C(=C/c3cccs3)C(=N)N2O1
  -0.1	-4	16	11	10	3	2	-1.6	0
Cc1ccc2oc(=O)n(Cc3ccc(F)cc3)c2c1
  -1.2	·	6	-2	2	21	-2	-2.6	-7
C[C@]1(C(=O)NCc2cc(F)cc(C(F)(F)F)c2)C=C[C@@H](Cc2ccccc2)N1C(=O)c1ccccc1
  -0.9	-1	-18	5	5	1	-6	-0.6	-1
CCCNC(=O)CCCCn1c(=S)[nH]c2c([nH]c3ccc(OC)cc32)c1=O
  -4.6	-6	38	1	3	6	-10	-4.0	9
Cc1ccc(CNS(=O)(=O)c2cc3c4c(c2)C(C)C(=O)N4CCC3)cc1 (stereo not drawn)
  0.1	-8	·	2	-2	5	-4	-0.9	-13
CC(C)c1c(C(=O)N/N=C/c2ccoc2)nnn1-c1nonc1N
  -1.9	-10	8	2	0	-36	-4	-3.2	0

Rows were taken by chance; any-hit rate near 3.2%.
